Bioassay records (PubChem BioAssay)
STAT3 act = activators of IL-6 induced STAT3 signaling | U3A cells, IL-6 STAT3-luciferase reporter, luminescence; 100% = signal with IL-6 EC80 alone | activation (% of control), % at 5.6 µM | actives 0.91% (n = 190,000);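 active = activation above the screen-wide mean of compound activation plus 3 SD, cut at about 130% in these data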;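 also: 0% = background luminescence of wells with medium and substrate only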
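Material: STAT3-luciferase reporter U3A cells; Probe or stimulus: IL-6 (33 ng/mL); Incubation: compound pre-incubation 1 h before IL-6, then 6 h stimulation at 37 °C; Technique: luminescence from STAT3-driven luciferase reporter; Evaluation: % activation versus median of IL-6-stimulated wells; Controls: IL-6-only high control.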
TLR4-MyD88 BLA = inhibitors of human TLR4-MyD88 binding. O00206+Q99836. HeLa CL3-4 TLR4/MyD88 BLA complementation, FRET ratio. inhibition, % at 8.4 µM. actives 0.18% (n = 200,000); in the data active = inhibition above about 25%;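 also: 0% = vehicle and 100% = reference inhibitor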
Target sequence (O00206 whole entry, looked up): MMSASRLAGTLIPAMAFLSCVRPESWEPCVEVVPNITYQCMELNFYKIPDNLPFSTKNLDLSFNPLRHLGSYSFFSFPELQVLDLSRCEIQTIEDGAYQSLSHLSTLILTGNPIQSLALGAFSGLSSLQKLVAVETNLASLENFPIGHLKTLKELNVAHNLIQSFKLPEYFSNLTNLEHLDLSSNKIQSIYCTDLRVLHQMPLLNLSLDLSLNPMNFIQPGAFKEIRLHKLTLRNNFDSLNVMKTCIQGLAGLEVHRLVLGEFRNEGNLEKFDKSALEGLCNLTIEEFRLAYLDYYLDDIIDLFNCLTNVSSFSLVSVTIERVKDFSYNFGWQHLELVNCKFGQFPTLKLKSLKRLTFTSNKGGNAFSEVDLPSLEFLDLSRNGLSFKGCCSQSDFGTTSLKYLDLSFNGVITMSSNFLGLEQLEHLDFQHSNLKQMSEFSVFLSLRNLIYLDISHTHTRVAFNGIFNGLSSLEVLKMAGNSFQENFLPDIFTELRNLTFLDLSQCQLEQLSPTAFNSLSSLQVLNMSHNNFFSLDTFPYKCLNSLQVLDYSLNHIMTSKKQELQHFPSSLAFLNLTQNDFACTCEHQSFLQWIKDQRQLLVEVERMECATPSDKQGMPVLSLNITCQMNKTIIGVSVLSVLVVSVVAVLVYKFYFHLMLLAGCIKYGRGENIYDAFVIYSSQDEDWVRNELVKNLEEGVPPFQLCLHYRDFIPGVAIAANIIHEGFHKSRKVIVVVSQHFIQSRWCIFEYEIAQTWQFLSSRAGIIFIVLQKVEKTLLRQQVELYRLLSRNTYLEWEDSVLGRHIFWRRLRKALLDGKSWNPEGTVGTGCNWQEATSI
Target sequence (Q99836 whole entry, looked up): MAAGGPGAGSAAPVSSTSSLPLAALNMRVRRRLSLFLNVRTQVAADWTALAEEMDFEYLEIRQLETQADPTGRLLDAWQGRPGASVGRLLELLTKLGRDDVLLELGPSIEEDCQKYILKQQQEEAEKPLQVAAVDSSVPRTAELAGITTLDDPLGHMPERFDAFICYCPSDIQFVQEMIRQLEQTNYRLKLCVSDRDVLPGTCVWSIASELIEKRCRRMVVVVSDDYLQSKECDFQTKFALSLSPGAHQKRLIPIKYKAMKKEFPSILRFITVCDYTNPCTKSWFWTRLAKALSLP
Hsp70 activator = switches on Hsp70 transcription | HeLa Hsp70 promoter luciferase reporter, luminescence; scaled: vehicle 0, proteasome-inhibitor control 100% | activation, % at 10 µM | actives 0.04% (n = 200,000);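 active = activation above the mean across all tested compounds plus 3 SD, cutoff set per campaign, cut at about 5.5% in these data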;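 also: 100% = MG132 at 30 µM as the positive control and 0% = DMSO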
Diaph act CS = counter-screen for diaphorase-based assays: diaphorase activators and chemical reducers; Diaphorase/resazurin coupled assay, resorufin fluorescence, 16 min; active compounds read high; 1 = vehicle wells, 0 = NADH-free wells; activation factor at 20 µM; actives 0.005% (n = 190,000); AID 1229;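 active = diaphorase activity raised at least twofold by the compound at 20 µM; inactive = activation factor below 2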
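Assay system: bacterial diaphorase enzyme (C. kluyveri) / Input: enzyme 0.07 U/mL final / Medium: 50 mM HEPES pH 7.4 with 4.542 mM MgCl2, 0.005% Tween 20 / Doses: single compound dose of 20 µM, 1% DMSO final / Incubation: 16 min enzyme reaction, ambient temperature / Signal: fluorescence, excitation 544 nm and emission 590 nm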
Diaph inh CS = counter-screen for diaphorase-based assays: diaphorase inhibitors and chemical oxidizers | actives 0.69% (n = 190,000) | inhibition, % at 20 µM | AID 1217 | diaphorase resazurin-to-resorufin fluorescence, NADH, 16 min; bacterial (C. kluyveri) enzyme, not human;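 active = primary screen inhibition at 20 µM above a set limit, cut at about 50% in these data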;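 also: plate controls were DMSO with full reaction for no effect and wells lacking NADH for full effect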
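Assay system: diaphorase enzyme from Clostridium kluyveri; Input: enzyme working solution with 0.14 U/mL diaphorase; Timing: 16 min at room temperature; Technique: resorufin fluorescence, excitation 544 nm, emission 590 nm; Benchmarks: positive control minus NADH, DMSO neutral control.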
STAT1 act = activators of IFN-gamma induced STAT1 signaling; NIH 3T3 STAT1-luciferase reporter, luminescence; 100% = IFN-gamma alone, no compound; activation (% of control), % at 5.5 µM; actives 2.6% (n = 200,000); AID 932;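 active = activation above the screen-wide mean activation plus 3 SD, cut at about 130% in these data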;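 also: raw ratio to IFN-gamma control signal so 100% means no change and 0% no light; values of inactives mirror those of a sister screen read the other way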
STAT3 inh = STAT3 signaling inhibition | inhibition, % at 5.5 µM | U3A cells, IL-6 STAT3-luciferase reporter, luminescence; host cell line lacks STAT1 | actives 0.89% (n = 190,000);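 active = inhibition above the mean inhibition across all screened compounds plus 3 SD, cut at about 44% in these data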;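 also: 0% = DMSO only wells and 100% = 100 µM nifuroxazide control wells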
G6PDH counter = inhibits Leuconostoc G6PDH, flagging false hits in G6PDH-based assays. Purified L. mesenteroides G6PDH, diaphorase/resazurin coupled fluorescence, 45 min. inhibition, % at 5 µM. actives 0.12% (n = 200,000). AID 1020; in the data active = inhibition above about 50%
STAT1 inh = reduces IFN-gamma driven STAT1 reporter signal. NIH 3T3 STAT1-luciferase reporter, luminescence. inhibition, % at 5.5 µM. actives 0.35% (n = 200,000). AID 920;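 active = inhibition above a set limit, the mean inhibition across all tested compounds plus 3 SD, cut at about 34% in these data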;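 also: 0% = IFN-gamma with DMSO and 100% = IFN-gamma with 300 µM nifuroxazide; values of inactives mirror those of a sister screen read the other way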
APP transl inh = APP translation inhibition; inhibition, % at 2 µM; AID 1285; actives 0.82% (n = 190,000); SH-SY5Y APP 5'UTR-luciferase reporter, luminescence;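 active = inhibition above a set limit, derived from the sample mean plus 3 SD, cut at about 45% in these data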; also: values of inactives mirror those of a sister screen read the other way
* marks the source's active call; other numbers are inactive results; x = no result given.

SMILES	STAT3 act	TLR4-MyD88 BLA	Hsp70 activator	Diaph act CS	Diaph inh CS	STAT1 act	STAT3 inh	G6PDH counter	STAT1 inh	APP transl inh
COc1cc(C(c2sc3nc(C)nn3c2O)N2CCc3ccccc3C2)cc(OC)c1OC (centres undefined)	95	-7	-0.2	0.8	20	98	6	10	-1	-7
C[C@@H]1O[C@@H](O[C@H]2[C@H](Oc3cc(O)c4c(c3)O[C@H](c3ccc(O)cc3)CC4=O)O[C@H](CO)[C@@H](O)[C@@H]2O)[C@H](O)[C@H](O)[C@H]1O	110	-1	-0.2	1	-4	101	-10	7	-3	-11
CCOc1ccc(CCNC(=O)CN2CCN(Cc3ccccc3C)C2=O)cc1OCC	100	3	0.0	1	3	94	6	6	6	-29
Cc1nc2ccccc2c(=O)n1CC(=O)N1CCOCC1	102	5	-0.5	1	1	100	3	-11	0	2
CCOC(=O)N1CCN(c2ncnc3c2oc2nc(C(C)C)c4c(c23)CCC4)CC1	104	-10	-0.2	1	-2	102	2	8	-4	26
CC(C)(CSc1ccccn1)NS(=O)(=O)c1ccccc1	98	-15	-0.4	0.9	11	95	0	4	8	-9
C=CCc1ccc(OCC(O)CN2CCCCC2C)c(OC)c1 (centres undefined)	108	-11	-0.3	1.1	-10	104	-4	-1	-4	7
CCN(CC)S(=O)(=O)c1ccc(/C=C/C(=O)OCC(=O)Nc2ccc(C(N)=O)cc2)cc1	104	-5	-0.1	1	0	92	2	4	7	2
COCCOC(=O)C(C#N)c1nc2ccccc2nc1N1CCCC1 (centres undefined)	100	0	-0.5	0.8	18	104	9	8	-4	-4
CC(C)CCN1C(=O)c2ccc(C(=O)Nc3cccc(S(N)(=O)=O)c3)cc2C1=O	93	2	-0.2	0.8	17	92	10	-2	8	7
CC(C)c1ccc(-c2c(C#N)c(N)nc(SCC(=O)N3CCCCC3)c2C#N)cc1	104	0	0.1	0.9	10	103	3	-8	-3	x
CCC(=O)c1ccc(OCC(O)CN2CCOCC2)cc1 (centres undefined)	105	-2	-0.4	0.9	9	99	-5	1	2	1
Cc1ccc2nc3cc([N+](=O)[O-])cc([N+](=O)[O-])c3cc2c1	90	9	-0.2	0.9	7	85	14	0	15	62*
CC(C)CNS(=O)(=O)c1ccc(CCC(=O)N2CCOCC2)cc1	100	-7	-0.3	0.9	8	92	2	-11	9	7
COc1ccc(CCNC(=O)NC23CC4CC(CC(C4)C2)C3)cc1	102	1	0.2	0.9	10	105	-1	1	-5	-3
Cc1cn(-c2ccccc2)c(C)c1/C=N\Nc1nc(N2CCOCC2)nc(N2CCOCC2)n1	102	0	-0.3	1.2	-16	102	1	4	-4	7
CC(=O)Nc1ccc(NC(=O)COC(=O)c2ccccn2)cc1	106	-7	0.3	1	3	98	3	2	2	-14
CCCC(=O)NNC(=O)CCC(=O)Nc1ccccc1Cl	109	7	-0.3	0.9	5	88	-6	-3	12	8
CCCOC(=O)Nc1sc2c(c1C(=O)OCC)CCC2	101	8	0.1	1	5	106	4	1	-7	-12
O=C(CN1CCCc2ccccc21)Nc1ccccc1[N+](=O)[O-]	104	5	-0.3	0.8	18	91	1	-3	9	-8
Cc1nnc(NC(=O)CSc2nnc(Cc3ccccc3)n2-c2ccccc2)s1	95	-12	-0.1	0.9	6	96	8	-8	4	-17
NC(=O)c1ccc(C(=O)c2ccc([N+](=O)[O-])cc2)cc1	106	8	-0.2	0.9	12	112	-2	9	-13	-5
CCN(CC)S(=O)(=O)c1ccc(-c2ccc(S(=O)(=O)N(CC)CC)cc2)cc1	88	-5	0.1	0.8	19	84	18	-8	17	0
Cc1cccc(C(=O)NNC(=O)c2ccc(F)cc2)c1	103	6	-0.2	0.9	9	108	1	11	-9	-9
COCC(=O)N(c1ccc(C(C)C)cc1)C1C=CS(=O)(=O)C1 (centres undefined)	100	-2	0.1	0.9	6	108	3	-5	-1	-11
CCC1CCc2c(n(C)c3ccccc3c2=O)O1 (centres undefined)	97	4	-0.2	1	-3	102	4	-3	-2	6
CC(C)(C)Nc1nc(NCc2cccnc2)nc(N2CCOCC2)n1	99	2	-0.1	0.9	13	103	4	-2	-3	-6
Cc1ccc(C(=O)NCCCN2CCOCC2)cc1N1CCCC1=O	104	-7	0.1	0.8	21	92	-2	-5	9	-1
CN(C)C(=O)c1ccc(COc2ccccc2Br)o1	95	7	0.6	0.9	14	132*	7	3	-33	-76
O=C(O)c1cc(NCc2ccc3c(c2)OCO3)ccc1N1CCOCC1	100	-6	-0.4	0.9	9	97	4	-2	3	5
COc1cccc(C2=NOC(C(=O)NCc3ccccc3)C2)c1 (centres undefined)	102	7	0.0	0.8	19	98	3	5	2	20
Oc1c(C=NCc2ccncc2)sc2ccccc12	125	-22	-0.3	0.9	8	101	-28	14	-1	-57
CCCCCn1c(Sc2nc3ccccc3s2)nc2c1c(=O)[nH]c(=O)n2C	113	18	-0.5	0.9	9	94	-16	5	7	1
CC1CN(CC(=O)N2CCc3[nH]c4ccccc4c3C2)CC(C)O1 (centres undefined)	96	-3	-0.2	0.9	6	94	14	12	7	1
Cc1nc(Cl)c(C(=O)NC(=O)NCc2ccccc2)c(C)c1Cl	101	-2	-0.4	0.9	12	102	2	-16	-2	-16
CCCn1nc2cc(C(=O)NCc3ccc4c(c3)OCO4)ccc2c1OCC	90	-3	-0.3	1	5	104	18	10	-5	6
O=C(O)c1cccc(N2C(=O)c3ccc(Oc4ccc(Cl)cc4)cc3C2=O)c1	96	8	-0.1	0.8	18	123	8	24	-27	1
COCCN1Cc2cccc(C(=O)Nc3cccnc3)c2C1=O	94	-1	-0.2	0.9	11	94	10	-2	6	24
O=C(COC(=O)c1cc(=O)[nH]c2ccccc12)c1ccccc1	95	-5	0.7	1.1	-9	108	8	5	-10	-3
COc1cc(/C=C2\SC(=O)NC2=O)ccc1Oc1ccc([N+](=O)[O-])cc1[N+](=O)[O-]	111	2	-0.3	0.4	59*	102	-12	-8	-5	15
CN(C)/C=N/c1nc2nccc(-c3ccc(Cl)cc3)n2n1	105	12	-0.1	1.1	-12	101	-3	-5	-2	3
CC(C)Cn1c(N)c(C=O)c(=O)n(C)c1=O	102	2	0.0	1.2	-17	100	-1	10	-1	-4
CCn1cnc2cc(NCc3ccc(N(C)C)cc3)ccc21	107	-1	0.2	0.8	22	122	1	8	-26	-46
Nc1nc(Nc2ccccc2Br)nc(C(F)(F)F)n1	93	-5	-0.2	0.9	11	108	9	-12	-8	-9
CSCCC(NC(=O)CCN1C(=O)c2ccccc2C1=O)C(=O)O (centres undefined)	98	5	-0.2	0.9	11	100	5	-4	0	-1
Cc1cc2oc(=O)cc(CN3CCC(C)CC3)c2cc1Cl	102	-5	0.1	1	0	100	2	15	0	-1
O=S(=O)(Cc1ccccc1)N1CCCc2ccccc21	90	14	-0.2	0.8	18	98	14	0	1	-17
COc1ccccc1CCNC(=O)c1ccc(C)o1	102	12	0.2	1	3	99	2	3	0	-4
c1ccc(Sc2cnc3ccccc3n2)cc1	110	8	-0.2	1.1	-6	134*	-12	13	-36	-38
CCCCNC(=S)NC1CCCC1	95	18	-0.3	0.9	8	110	9	9	-11	-27
Brc1ccc(C2=Nn3c(nnc3-c3n[nH]c4c3CCC4)SC2)cc1	106	-4	0.2	0.8	22	83	-1	-3	18	94*
CCC1(c2ccccc2)NC(=S)N(c2ccc(C)c(C)c2)N1 (centres undefined)	92	5	-0.1	0.8	19	103	14	3	-6	-13
Cc1ccc(NCc2nnc(SCC(=O)OC3CCCCC3)o2)c(C)c1	111	11	-0.1	0.8	17	98	-7	0	3	-5
Cc1cccc(NC(=O)c2nnn(-c3cccc(C(F)(F)F)c3)c2N)c1	89	-7	-0.1	1.2	-18	111	15	9	-13	-27
CC(=O)C1=C(C)NC(=O)NC1c1cc(Br)ccc1OCC#N (centres undefined)	100	5	0.0	0.9	13	98	4	15	2	2
Cc1sc2nc(CSc3ccc([N+](=O)[O-])c(C(F)(F)F)c3)[nH]c(=O)c2c1C	105	8	-0.3	1	-1	97	-2	16	3	-1
CN(C)c1ccc(C(CC(=O)c2ccccc2)C2CCCCC2=O)cc1 (centres undefined)	78	5	-0.4	1	-1	104	28	-12	-4	15
CC1CN(C(=O)CSc2nnc(-c3ccncc3)n2-c2ccccc2)CC(C)O1 (centres undefined)	97	-15	-0.5	0.8	15	100	9	25	0	6
CC(=O)N1CCc2cc(S(=O)(=O)CCC(=O)N3CCc4ccccc4C3)ccc21	97	8	-0.3	0.9	8	101	9	20	-1	1
N#Cc1ccc2ccn(CC(=O)NC3CCCCCC3)c2c1	94	-4	-0.1	1	0	93	10	15	8	-6
(list continues)
SMILES	STAT3 act	TLR4-MyD88 BLA	Hsp70 activator	Diaph act CS	Diaph inh CS	STAT1 act	STAT3 inh	G6PDH counter	STAT1 inh	APP transl inh
N#C/C(=C\c1ccc(N2CCOCC2)o1)c1ccccc1	130	14	1.1	0.9	5	161*	-32	5	-68	-28
CN1/C(=C\C(=O)CSc2cccc[n+]2[O-])C(C)(C)c2ccccc21	107	0	0.0	1	-4	89	0	4	11	-9
CCCS(=O)(=O)N1CCN(CCN2C(=O)c3cccc4cccc(c34)C2=O)CC1	83	-5	-0.3	0.8	17	102	24	11	-4	-2
O=C(/C=C/c1ccco1)NC(=S)Nc1ccccc1N1CCOCC1	98	-7	0.2	0.8	24	98	8	4	2	-1
COc1ccc(-c2noc(CCCC(=O)Nc3ccc(C(N)=O)cc3)n2)cc1	82	-14	-0.1	0.8	19	74	24	0	28	12
CCn1cnc2c1c(=O)n(CC(=O)Nc1cc(C)on1)c(=O)n2Cc1ccccc1	101	7	-0.3	0.8	17	91	8	14	10	0
Cc1ccc2[nH]c(C(=O)O)c(NC(=O)CN3CCN(c4cccc(C)c4C)CC3)c2c1	147*	-10	-0.3	0.8	22	102	-55	-2	-2	23
Cc1ccc(Nc2ccc(C(=O)O)cc2N)cc1	104	1	-0.4	0.8	15	112	-4	0	-13	-28

Complete entries from above:
Results for `c1ccc(Sc2cnc3ccccc3n2)cc1` = STAT3 act: 110; TLR4-MyD88 BLA: 8; Hsp70 activator: -0.2; Diaph act CS: 1.1; Diaph inh CS: -6; STAT1 act: 134*; STAT3 inh: -12; G6PDH counter: 13; STAT1 inh: -36; APP transl inh: -38
Results for `COc1cc(C(c2sc3nc(C)nn3c2O)N2CCc3ccccc3C2)cc(OC)c1OC` (centres undefined) = STAT3 act: 95; TLR4-MyD88 BLA: -7; Hsp70 activator: -0.2; Diaph act CS: 0.8; Diaph inh CS: 20; STAT1 act: 98; STAT3 inh: 6; G6PDH counter: 10; STAT1 inh: -1; APP transl inh: -7
